p53ts 39C tox: qHTS Screen for Compounds that Selectively Target Cancer Cells with p53 Mutations: Cytotoxicity of p53ts Cells at the Nonpermissive Temperature; H1299-p53A138V viability at 39C, ATP luminescence, 24 h; Potency, µM (series often up to 46.1 µM), for inactives: at the highest dose activity change, negative = cell killing, hits mostly cytotoxic; actives 1.5% (n = 130,000); also: nearly all actives have a fitted effect of over 55% in size
IkB sig inh: IkB Signaling | Potency, µM (highest dose often 57.1 µM), for inactives: at the top dose IkBa stabilization activation | ABC-DLBCL IkBa-CBG/CBR dual luciferase ratio, 4 h; response scale: scaled: untreated 0%, proteasome inhibitor 100% | actives 0.04% (n = 110,000) | AID 445, 2006; active = well fitted curve in the direction sought with a large enough effect in the signal ratio, not every such curve was filed as active; inconclusive = small, poorly fitted or top-dose-only effect, or a change in a side signal; the % refers to the signal ratio;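 also: the direction sought is a rising ratio; 0% = basal untreated cells and 100% = reference inhibitor full response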
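Curves were fitted separately to fusion (green), unfused (red) and ratio luminescence, then classed by r2, magnitude and activity. Cells: OCI-Ly3, 4 h compound plus doxycycline at 37C; 10 uM MG-132 defined full response.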
Imprint erasure: qHTS Assay for Compounds that Induce Erasure of Genomic Imprints. mouse ES Peg3-LacZ reporter, beta-gal luminescence, 40 h. actives 0.02% (n = 110,000). AID 1948, 2009. Potency, µM (series often up to 60.7 µM), inactives show at the highest dose activity change, positive = activation, hits mostly activators;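 also: 0% = negative control wells on the plate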
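Imprint erasure is scored as LacZ activity from the silenced maternal Peg3 allele in feeder-free female ES cells cultured 40 h with LIF. Luminescence is normalized to in-plate negative controls and fitted to the Hill equation.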
p53ts 32C kill: qHTS Screen for Compounds that Selectively Target Cancer Cells with p53 Mutations: Cytotoxicity of p53ts Cells at the Permissive Temperature. H1299-p53A138V at 32C, ATP luminescence viability, 24 h. Potency, µM (highest dose often 46.1 µM), for inactives: top-dose activity change, negative = cytotoxicity, actives largely listed as cytotoxic. actives 0.93% (n = 130,000). AID 924, 2007;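 also: 0% = DMSO and -100% = full killing by reference compound; nearly all actives have a fitted effect of over 55% in size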
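ATP-content luminescence (ATPlite) read-out after 24 h compound exposure at 32C in H1299-p53A138V cells (600/well). Tested up to 46 uM. Normalized to DMSO (0%) and 100 uM tamoxifen (100% killing); Hill-fit AC50.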
* hit, by the source's call; ? = inconclusive; · = not tested or not shown; [ ] = another dose, or the depositor's remark. Unless noted, calls follow the shape of the dose curve; as a rule, active = well fitted curve in the direction sought with a large enough effect; inconclusive = small, poorly fitted or top-dose-only effect, or another doubt; inactive = no such curve, though single readings can be large; an effect the other way counts as inactive or inconclusive. Unless noted, % is scaled to controls: 0 for no effect and ±100 for the full control effect; potency is read from the fitted curve at half-maximal effect.

SMILES	p53ts 39C tox	IkB sig inh	Imprint erasure	p53ts 32C kill
O=C(CN1CCN(c2ncccn2)CC1)N1CCCc2c1c(=O)oc1ccc(O)cc21	11.8%	·	·	-15.2%
COc1cccc(Cn2c(=O)c(C)nc3cnc(Oc4cccc(Cl)c4)nc32)c1	-6.0%	6.1%[11.4 µM]	·	-3.7%
COc1cccc(N2CC(NC(=O)/C=C\c3ccc4c(c3)OCO4)CC2=O)c1 (stereo unspecified)	-5.2%	-3.3%	13.1%[10.9 µM]	-6.5%
COC(=O)c1ccccc1NC(=O)CSc1c2c(nc3ccc(Cl)cc13)CCCC2	?	?	-7.3%[10.9 µM]	?
O=C(c1cccc(F)c1)N1CCC[C@@]2(CCN(Cc3ccncc3)C2)C1	-0.2%	-0.4%[11.4 µM]	·	-3.3%
Fc1ccc(CSc2nnc(-c3cccnc3)n2Cc2ccco2)cc1	-4.8%	-4.1%	-2.5%	-1.6%
NC(N)=Nc1ccc(Cl)cc1	-4.7%	0.4%	-52.6%[inhibitor]	-10.6%
COc1ccc(C(=O)N2CCN(c3ccc(C)cc3C)CC2)cc1OC	6.7%	7.0%	-13.0%	-0.9%
OC(COCc1cccs1)CN1CCCCCC1 (stereo unspecified)	5.0%	1.3%	-24.7%	4.8%
COc1ccc(C2=CC(c3ccc(OC)c(OC)c3)n3nnnc3N2)c(OC)c1 (stereo unspecified)	-6.9%	-0.3%	-4.5%	-16.5%
COc1ccc(CCNC(=O)CCCn2c(=O)c3ccccc3n(Cc3ccccc3C#N)c2=O)cc1OC	14.7%	-3.1%	13.3%[10.9 µM]	-0.7%
CCC(C)c1cc(S(=O)(=O)N2CCOCC2)ccc1OC (stereo unspecified)	1.0%	-6.2%	-20.9%	6.4%
CCCCS(=O)(=O)c1nc(-c2ccc(Br)cc2)cc(-c2ccccc2)c1C#N	?	3.16µM*	-36.8%[inhibitor][10.9 µM]	2µM*
CC(C)CCNC(=O)C(c1cccs1)N(CC1CCCO1)C(=O)Cn1nnc2ccccc21 (stereo unspecified)	6.9%	0.0%	-8.7%	-2.4%
Cc1cccc(NC(=O)c2ccc(CNS(=O)(=O)c3ccc4c(c3)C(C)(C)C(=O)N4C)cc2)c1	-15.2%	0.5%	-8.2%[10.9 µM]	1.8%
COc1cc2c(cc1OC)C(c1cccs1)CC(=O)N2 (stereo unspecified)	3.8%	0.1%	-12.1%	0.4%
Cc1csc2nc(COC(=O)c3ccc(F)cc3)cc(=O)n12	-3.9%	5.0%	14.3%[10.9 µM]	0.6%
CCCc1cc(=O)[nH]c(SCC(=O)c2c(N)n(C)c(=O)n(C)c2=O)n1	-12.3%	0.0%	11.4%	-11.9%
Cc1ncoc1C(=O)Nc1cccc(Cl)c1C	5.0%	1.0%	-45.0%[inhibitor]	3.7%
COc1ccc(Nc2nc(N)c3cc(OC)c(OC)cc3n2)cc1	12.6µM*	?	-39.5%[inhibitor][10.9 µM]	?
Clc1ccc(Cn2nnc(-c3ccccc3)n2)cc1	17.8%	·	·	0.6%
CN(C)CCCNCCCNC(=O)c1ccncc1	3.1%	5.0%	·	-1.7%
CC(=O)Nc1nonc1-n1nnc(C(=O)NCc2ccccc2)c1C	5.2%	-1.5%	-7.8%	6.5%
Cc1ccc(-n2ccnc2SCC(=O)N(CC(C)C)C2CCS(=O)(=O)C2)c(C)c1 (stereo unspecified)	10.2%	0.0%	-5.1%	9.1%
CC(C)CCC(CCN1CCOCC1)c1ccc2c(c1)OCO2 (stereo unspecified)	-6.4%	1.4%	-19.1%	6.4%
O=C(c1c[nH]c2ccc(S(=O)(=O)N3CCC4(CC3)OCCO4)cc2c1=O)N1CCOCC1	2.2%	-0.4%	-5.9%	-3.3%
COc1ccc(NC(=O)c2cc(C3CC3)nc3c2c(C)nn3-c2ccccc2)cc1OC	-30.4%	-2.6%	-13.6%[10.9 µM]	-6.5%
COC(=O)c1cn(CC(=O)NC2CCCCCC2)c2ccccc12	12.0%	·	·	1.3%
COc1cc(OC)c(NC(=O)N2CCc3c([nH]c4ccccc34)C2c2ccccc2F)cc1Cl (stereo unspecified)	0.9%	?	4.1%[10.9 µM]	6.1%
O=S(=O)(c1ccccc1)N1CCC2(CCCN(Cc3ccncc3)C2)CC1	4.3%	2.6%[11.4 µM]	·	-0.7%
CCCn1c(=O)sc2cc(NC(=O)c3ccccc3Cl)ccc21	?	?	-11.2%[10.9 µM]	7.2%
O=C1[C@H]2CCn3c(=O)n(-c4ccccc4)c(=O)n3[C@H]2[C@H](O)[C@H]2O[C@@H]12	11.1%[9.22 µM]	·	·	9.0%[9.22 µM]
O=S(=O)(Nc1cccnc1)c1ccc(Cl)c(C(F)(F)F)c1	-0.3%	0.2%	-3.2%	-6.6%
Cc1ccc(CNC(=O)CCCNS(=O)(=O)c2cccc3nonc23)cc1	9.7%	1.1%	1.0%	-1.3%
Cn1c(=O)c(C(=S)NC(=O)C2CC2)c(N)n(Cc2ccccc2)c1=O	1.6%	?	-23.7%	9.1%
COc1ccc(-c2nc3scc(CCNS(=O)(=O)c4ccc(Oc5ccccc5)cc4)n3n2)cc1OC	-7.5%	0.7%	8.0%[10.9 µM]	0.8%
CCCCOc1cccc(C2c3c(-c4cc(C)ccc4O)n[nH]c3C(=O)N2CCOC)c1 (stereo unspecified)	?	?	-7.9%[10.9 µM]	?
CC(=O)Nc1ccc(S(=O)(=O)NC(CC(=O)NC2CCCCC2C)C(C)C)cc1 (stereo unspecified)	3.1%	·	·	7.2%
CCN(CC)CCN1C(=O)c2oc3ccccc3c(=O)c2C1c1cccc(Br)c1 (stereo unspecified)	-5.5%	-1.2%	-23.1%	0.7%
COc1ccc(-c2noc(-c3ccc(C)cc3Cl)n2)cc1OC	15.2%	0.0%	-18.7%[10.9 µM]	-2.9%
Cc1ccccc1NC(=O)CC1SC(=NC2CCCCC2)NC1=O (stereo unspecified)	4.2%	-0.6%	-13.9%	-4.5%
Cc1ccc(CNC(=O)CCCN2C(=O)CCn3nc(-c4cccn4C)cc32)cc1	-12.0%	8.7%	-2.7%[10.9 µM]	-6.9%
CC(C)OCCCNC(=O)NC12CC3CC(CC(C3)C1)C2	4.6%	-0.8%	-14.1%	9.8%
Cc1ccc(-n2nc(CO)c(C(=O)NCCCc3ccccc3)n2)cc1C	-11.6%	1.8%	-11.6%[10.9 µM]	1.1%
Cc1cc(C)cc(-n2nnc(C(=O)NCc3ccccc3Cl)c2N)c1	-9.6%	5.0%	-19.0%	3.7%
COc1nc(N)nc(NC23CC4CC(CC(C4)C2)C3)n1	?	-1.5%	-13.0%	?
NS(=O)(=O)c1cc2c(cc1Cl)N[C@@H](C(Cl)Cl)NS2(=O)=O	-3.0%[20.6 µM]	1.3%[25.6 µM]	-3.8%[16.8 µM]	1.7%[20.6 µM]
CC(=O)N1CCc2cc(S(=O)(=O)NC(Cc3ccccc3)C(=O)Nc3ccc(C)cc3C)ccc21 (stereo unspecified)	8.0%	?	-6.2%[10.9 µM]	9.7%
Cc1nn(C(C)(C)C)c(OC(=O)c2cccs2)c1S(=O)(=O)c1ccccc1	-9.4%	0.0%	-6.1%	-14.4%
COc1ccc(OC)c(-c2cc(C(=O)NCCN3CCOCC3)no2)c1	-16.3%	-1.7%	-15.5%	2.2%
Cc1ccc(NC(=O)c2oc3ccccc3c2NC(=O)Cc2ccccc2)cc1	2.7%	?	-5.7%[10.9 µM]	-10.9%
COc1cccc(N2CCN(C(=O)CN3C(=O)COc4ccc(S(=O)(=O)N5CCC(C)CC5)cc43)CC2)c1	-8.4%	?	-3.5%[10.9 µM]	2.0%
O=C1C2C3C=CC(C3)C2C(=O)N1CN(Cc1ccccc1)CN1C(=O)C2C3C=CC(C3)C2C1=O (stereo unspecified)	9.3%	2.3%	27.0%	5.0%
CS(=O)(=O)Nc1cccc(-c2ccc3ncnc(N4CCNCC4)c3c2)c1	13.8%	-5.9%[11.4 µM]	-8.2%	7.9%
COc1ccc(-c2cc(C(=O)OCC(=O)N3CCCC3)c3ccccc3n2)cc1	6.31µM*	?	-43.0%[inhibitor]	12.6µM*
CCCC1(C(=O)OC)NC(c2cc(OC)c(OC)c(OC)c2)C2C(=O)N(CC)C(=O)C21 (stereo unspecified)	-4.0%	-1.0%	-7.6%	-5.2%
CC(NC(=O)c1ccc2c(c1)N(Cc1ccc(Cl)cc1)C(=O)CS2)c1ccccc1 (stereo unspecified)	20.1%	?	-13.3%[10.9 µM]	-0.1%
O=C1NCCCc2c1no[n+]2[O-]	0.1%	-0.4%	-0.9%	-0.8%
C/C(NCc1cccnc1)=C(\C#N)C(=O)NCc1ccccc1	16.5%	-2.4%	-14.3%	-0.5%
COC(=O)Cc1c(C)c2ccc3c(c2oc1=O)CN(Cc1ccccc1OC)CO3	8.9%	0.4%	?	-4.8%

Already shown: entries from further up.
SMILES	p53ts 39C tox	IkB sig inh	Imprint erasure	p53ts 32C kill
O=C(CN1CCN(c2ncccn2)CC1)N1CCCc2c1c(=O)oc1ccc(O)cc21	11.8%	·	·	-15.2%
COc1cccc(Cn2c(=O)c(C)nc3cnc(Oc4cccc(Cl)c4)nc32)c1	-6.0%	6.1%[11.4 µM]	·	-3.7%
COc1cccc(N2CC(NC(=O)/C=C\c3ccc4c(c3)OCO4)CC2=O)c1 (stereo unspecified)	-5.2%	-3.3%	13.1%[10.9 µM]	-6.5%
COC(=O)c1ccccc1NC(=O)CSc1c2c(nc3ccc(Cl)cc13)CCCC2	?	?	-7.3%[10.9 µM]	?

Later entries:
SMILES	p53ts 39C tox	IkB sig inh	Imprint erasure	p53ts 32C kill
CC(=O)c1ccc(N2CCCC2)c(F)c1	-13.4%	0.0%	-13.9%	-7.5%
O=C(O)c1ccc(CNCc2ccc(Cl)cc2)s1	-12.3%	-1.3%	-15.3%[10.9 µM]	2.6%
CCOC(=O)c1c(C)[nH]c(C(=O)NCc2ccccc2OC)c1C	-8.3%	?	-9.1%	9.1%
O=C(NC1CCCCCC1)C1CCN(S(=O)(=O)N2CCC3(CC2)OCCO3)CC1	-7.1%	-1.7%	-13.0%	-2.1%
CC1(C)CC(=O)C2=C(C1)OC(N)=C(C#N)C2c1ccsc1 (stereo unspecified)	-9.9%	3.6%	-3.4%	-1.9%
COc1ccccc1NC(=O)N1CCCC1C(=O)Nc1ccc2c(c1)OCO2 (stereo unspecified)	5.7%	-0.5%	2.6%	?
Fc1cccc(-n2ncc3c2ncn2nc(Cc4ccccc4)nc32)c1	-5.2%	-2.1%	-11.0%[10.9 µM]	15.5%
O=C(c1cc2ccccc2oc1=O)N(Cc1ccco1)Cc1cccs1	-17.1%	0.3%	-2.7%	3.4%
CC(C)OCC1CO1 (stereo unspecified)	8.2%	0.8%	-6.3%	-8.0%[1.84 µM]
CC(C)CCNc1nc(N2CCCC2)c2c(c1C#N)CCN(C)C2	-10.2%	1.0%	-10.8%	6.8%
CS(=O)(=O)N(CC(=O)N1CCCC1)c1ccc(Cl)c(Cl)c1	-3.3%	1.3%	1.2%	-1.9%
c1ccc(-c2nc3cc(Cc4ccc5oc(-c6ccccn6)nc5c4)ccc3o2)nc1	9.7%	0.5%	3.7%	2.9%
Cc1ccc(S(=O)(=O)c2nc(-c3ccco3)oc2SCC(=O)Nc2ccc(F)cc2)cc1	2.8%	3.6%	7.2%[10.9 µM]	-9.9%
C=C(C)Cn1c(Sc2nnc(C)s2)nc2c1c(=O)[nH]c(=O)n2C	-3.4%	-4.4%	-4.9%	5.1%
Cc1cnc(CNc2ncnc3ccc(-c4ccccc4C)cc23)cn1	-2.6%	4.3%[11.4 µM]	-19.9%	7.0%
CCOC(=O)Cn1c(=O)oc2cc(S(=O)(=O)Nc3cccc(C)c3)ccc21	20.3%	?	-17.6%	-3.2%
Cc1cc2oc3c(c(=O)c2cc1C)C(c1ccc(C(C)C)cc1)N(c1nc(C)c(C)s1)C3=O (stereo unspecified)	1.9%	-0.3%	-4.0%[10.9 µM]	-4.9%
CC(=O)C1=C(c2ccc(C)c(C)c2)N(C(C)=O)n2c(nnc2-c2ccc(Cl)cc2)S1	20.5%	?	25.5%[10.9 µM]	-7.6%
CC1(C)CC(=O)c2cc(C(=O)N3CCN(CCO)CC3)c(=O)n(-c3ccc(Cl)cc3)c2C1	4.7%	1.5%	2.7%	1.7%
O=C(NCCc1ccccc1F)[C@@H]1CSC2c3ccccc3C(=O)N21 (stereo partly specified)	2.7%	-0.8%	-16.0%	7.6%

From PubChem
